CSM14.1 death rescue: rescue of cells from ER stress-induced death, primary screen, 384-well, CSM14.1, thapsigargin, ATP luminescence (AID 1222). CSM14.1 thapsigargin-induced death rescue, ATP luminescence; higher % means a stronger effect. one-dose cellular ATP content (survival), % at 20 µM; EC50 in µM for titrated hits. 190,000 tested, under 10 active;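 active = EC50 below 50 µM in the dose-response confirmation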;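 note: death triggered by thapsigargin at about 15 µM added after 2 h compound pretreatment; cell ATP read after overnight thapsigargin exposure of roughly 18 to 22 hours; normalized against plate controls of thapsigargin alone and 5% DMSO vehicle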
Dynein transport: dynein cargo transport inhibition; 3617.4 mouse cells, GR-EGFP nuclear translocation imaging; test concentration mostly 20 µM; stimulated with dexamethasone, 1 µM; active compounds read low; z-score, hits read low; 0.47% of 220,000 active; AID 1381;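 active = plate z-score of nuclear minus cytoplasmic receptor signal below a set negative limit, without overly bright fluorescence or cell loss, cut at about -3.5 in these data, passing the limit was not always enough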;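 note: z-score of nuclear minus cytoplasmic ring GR-EGFP intensity difference per well; some compounds called inactive have numbers as strong as hits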
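Also added – dexamethasone, 1.0 µM final · Buffer or medium – tet-free, stripped-serum medium · Schedule – induction 48 h, compound 1 h, agonist 30 min · Detection – formaldehyde fixation, Hoechst nuclear stain, 10x automated fluorescence imaging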
Autophagy mod: autophagy modulation, high-content screen | calls only at 10 µM (by protocol) | MEF GFP-LC3 puncta imaging; test concentration mostly 10 µM | 0.98% of 190,000 active;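 active = percentage of spot-positive cells more than 3 SD above its plate mean, without a fluorescence outlier flag or 80% toxicity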;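 note: spot-positive cell cutoff set from DMSO-treated cells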
T cell modulator: modulates CD8 T cell binding to vesicles | 2C CD8+ T cell-vesicle binding, flow cytometry; active compounds read low | calls only at 7 µM | 0.068% of 330,000 active;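 active = response, share of CD8 T cells binding vesicles, and their 90th percentile fluorescence all below set limits, cut at about 80% in these data, passing the limit was not always enough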
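Assay system – 2C mouse CD8+ T cells · Also added – QL9-loaded Drosophila micro-vesicles · Timing – Cell–vesicle co-incubation 1.5 h at 37 °C, staining 20 min on ice · Signal – flow cytometry of vesicle-bound cells · Measure – percent CD8+ FL2 mean versus row control · Controls – Peptide-free naked vesicles (low) and QL9 vesicles with 0.7% DMSO vehicle (high)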
Ins promoter up: MIN6 insulin promoter up-regulation; 0.3% of 190,000 active; AID 1625; z-score at 5 µM; MIN6 insulin promoter-GFP reporter, high-content imaging; active compounds read high;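 active = z-score above 3 at 5 µM with at least 500 cells counted in the well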
MT stabilize HCS: microtubule stabilizers in HeLa cells | HeLa tubulin immunostaining HCS, 24 h; share of cells brighter than vehicle mean+2SD | % tubulin-high responders, % at 10 µM | 0.83% of 200,000 active;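 active = plate Z-score above 3 for both tubulin-high and condensed-nucleus cell shares, with cell loss under 80%, at 10 µM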;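 note: anti alpha tubulin signal scored within the nucleus-defined area of each cell; some results filed as inactive read as strong as hits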
PhoP inhibition: inhibitors of PhoP regulon expression, primary screen, Salmonella Typhimurium, GFP reporter (AID 1863) | inhibition, % at 50 µM, or IC50 in µM where a hit was titrated | S. Typhimurium PhoP-regulated promoter GFP reporter, 4 h; higher % means a stronger effect | 0.16% of 300,000 active;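 active = inhibition over 29.93%, a cutoff 3 SD above the screen mean, later confirmed by dose response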;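 note: 0% = low Mg2+ inducing control and 100% = high Mg2+ repressing control; strong numbers were not always called active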
Hep lipid drop: hepatic lipid droplet formation modulation; AML12 mouse hepatocytes, oleate lipid droplets, BODIPY imaging; inhibition, % at 6.5 µM; 0.4% of 240,000 active; AID 1656;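 active = lipid droplet intensity inhibited by at least 50%, with more than 500 cells counted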
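material = mouse AML12 hepatocyte cell line, fixed after treatment | also added = 100 µM oleic acid challenge | doses = compound at 6.5 µM only | schedule = overnight exposure | technique = Image-based BODIPY and DAPI two-channel analysis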
b-catenin transl: modulators of beta-catenin nuclear translocation | HeLa beta-catenin nuclear translocation, immunofluorescence imaging | nuclear translocation activity, % at 5 µM | 0.3% of 190,000 active | AID 1665;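 active = nuclear translocation activity above 50% at 5 µM, with a well cell count of 50 or more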;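 note: per-cell ratio of nuclear to cytoplasmic median beta-catenin stain intensity; plate controls were DMSO negative control for no effect and GSK-3 inhibitor IX positive control for full effect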
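Signal – beta-catenin immunofluorescence imaging with DAPI · Test system – human HeLa cell line · Dosing – 5 µM primary single dose, 0.1% DMSO, 0.02–20 µM confirmation series · Measure – % activation, nuclear-to-cytoplasmic median beta-catenin signal ratio per cell · Incubation – 24 h compound exposure at 37°C, 5% CO2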
Dynein transport cytoplasmic EGFP: further read-out of Dynein transport, marked with its call; z-score; measured here: cytoplasmic GR-EGFP intensity; active compounds read high
Dynein transport nuclear GR-EGFP: second read-out of Dynein transport, no call of its own (marks repeat the call); z-score; measured here: nuclear GR-EGFP intensity;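 lower value marks the stronger effect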
Dynein transport cell count: also measured in Dynein transport; calls as there; z-score; measured here: cell count per field
Ins promoter up cell count: second read-out of Ins promoter up, no call of its own (marks repeat the call); cell count; measured here: cytotoxicity, nuclei count;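 total cells summed across four imaged fields per well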
Hep lipid drop cells 6.5 µM: second read-out of Hep lipid drop, no call of its own (marks repeat the call); cell count; measured here: cell count, cytotoxicity flag;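 cells counted across two imaged fields per well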
b-catenin transl cell count 5 µM: also measured in b-catenin transl; calls as there; cell count; measured here: cell count, cytotoxicity flag
T cell modulator vesicle-bound %: further read-out of T cell modulator, marked with its call; double positive events, %; measured here: CD8+ vesicle-bound cell fraction;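 binding gate set so that unloaded-vesicle control wells show 10% double positive cells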
MT stabilize HCS Hoechst-high %: also measured in MT stabilize HCS; calls as there; % Hoechst-high responders; measured here: nuclear condensation Hoechst responders;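 share of cells brighter than vehicle mean plus two SD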
MT stabilize HCS cytotoxicity %: recorded beside MT stabilize HCS, whose call it bears; toxicity, %; measured here: cytotoxicity by cell density;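 0% = mean cell density of plate MIN control wells and 100% = no cells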
Autophagy mod cell loss 18 h: recorded beside Autophagy mod, whose call it bears; toxicity, %; measured here: cell loss, nuclei count;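 cell loss after 18 h compound exposure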
* hit, by the source's call; i = inactive; · = not tested or not shown.

SMILES | CSM14.1 death rescue | Dynein transport | Dynein transport cytoplasmic EGFP | Dynein transport nuclear GR-EGFP | Dynein transport cell count | Autophagy mod | Autophagy mod cell loss 18 h | T cell modulator | T cell modulator vesicle-bound % | Ins promoter up | Ins promoter up cell count | MT stabilize HCS | MT stabilize HCS Hoechst-high % | MT stabilize HCS cytotoxicity % | PhoP inhibition | Hep lipid drop | Hep lipid drop cells 6.5 µM | b-catenin transl | b-catenin transl cell count 5 µM
O=C(CC(Cc1ccccc1)c1ccco1)NCc1ccco1 (stereo unspecified) | · | -0.75 | 0.18 | -0.25 | 0.43 | · | · | i | 46 | -0.23 | 1509 | · | · | · | -7% | 12 | 725 | -4.0 | 1109
C=CCn1c(CCSCc2ccc(OC)c(C)c2)n[nH]c1=S | 1.4% | -0.48 | -0.27 | -0.078 | 0.47 | i | 11 | i | 51 | -1 | 1508 | 1.5 | 0.9 | 8.0 | -4% | 3 | 683 | -4.3 | 1079
CCOC(=O)c1ccc(NC(=O)CSc2nnc(Cn3c(=O)sc4ccccc43)n2C)cc1 | · | 0.2 | -0.26 | 0.34 | 0.67 | i | -2 | i | 67 | · | · | 2.4 | 1.7 | 5.2 | 1% | 30 | 696 | -1.7 | 1069
O=C1CCC(N2C(=O)c3ccccc3C2=O)C(=O)N1 (stereo unspecified) | -0.8% | -0.19 | -0.2 | 0.13 | -0.79 | i | 1 | · | · | 1.6 | 1148 | 2.9 | 1.9 | 7.9 | -4% | -24 | 637 | 3.4 | 968
Cc1ccc(C(=O)NNC(=O)c2ccc3ncccc3c2)cc1 | 0.3% | 1.5 | -0.29 | 0.96 | -0.57 | i | 12 | · | · | · | · | 6.0 | 1.7 | 4.4 | -11% | -4 | 591 | -0.1 | 1550
CC(=O)c1csc(COc2cc(Cl)cc(Cl)c2)n1 | · | 0.29 | -0.2 | 0.7 | -0.41 | · | · | i | 40 | -0.02 | 1026 | · | · | · | 0% | 5 | 732 | -1.7 | 1299
O=CN1CCCN(Cc2nc(-c3cccc(Cl)c3)no2)CC1 | -0.4% | 0.73 | -0.27 | 0.14 | 0.44 | i | 25 | i | 44 | -0.06 | 1455 | 2.3 | 1.3 | 3.0 | 6% | -5 | 710 | 2.1 | 945
O=C(NCc1cccnc1)C1c2ccccc2C(=O)N1Cc1ccccc1 (stereo unspecified) | -0.4% | -0.53 | -0.18 | -0.26 | 0.14 | i | 10 | i | 26 | 0.69 | 1016 | 3.5 | 1.8 | 2.5 | 6% | · | · | · | ·
CCN(C(=O)COC(=O)c1ccc(Cl)c(N)c1)C1CCS(=O)(=O)C1 (stereo unspecified) | -1.2% | -0.25 | -0.25 | -0.082 | 0.83 | i | 17 | i | 29 | · | · | 1.9 | 1.8 | 9.5 | -1% | 3 | 785 | -3.6 | 517
Cc1ccc(OC(C)C(=O)N(Cc2cccs2)C2CCS(=O)(=O)C2)cc1C (stereo unspecified) | · | -0.48 | -0.28 | -0.34 | 0.64 | · | · | i | 31 | 0.37 | 1117 | · | · | · | -9% | 21 | 673 | 1.1 | 1292
O=C(CSc1nc2ccccc2c(=O)n1-c1ccc(F)cc1)NCc1ccco1 | 2.5% | -0.056 | -0.15 | 0.23 | 0.95 | i | 6 | i | 26 | -0.55 | 869 | 1.5 | 1.2 | 17 | 4% | -2 | 754 | -3.9 | 1257
Cc1noc(NS(=O)(=O)c2ccc(NC(=O)CSc3nnc(-c4ccccc4)n3C3CCCCC3)cc2)c1C | -3.0% | -0.3 | 0.022 | 0.29 | 0.34 | i | 19 | i | 32 | -0.02 | 874 | 2.1 | 1.4 | 5.0 | 2% | 16 | 814 | -6.3 | 1192
N=c1ccn(Cc2ccc([N+](=O)[O-])cc2)cc1 | · | 0.033 | -0.23 | 0.55 | 0.12 | · | · | i | 12 | -1 | 882 | · | · | · | · | -5 | 728 | -0.8 | 1333
O=C(NCc1ccc(Cl)cc1Cl)c1ccccn1 | -0.7% | 0.073 | -0.28 | -0.095 | -0.013 | i | -2 | i | 31 | 0.4 | 1610 | 2.0 | 2.2 | 17 | 9% | 8 | 662 | -0.6 | 1071
CC(=O)NC1=NN(C(C)=O)C(C)(c2ccco2)S1 (stereo unspecified) | -1.8% | -0.082 | -0.35 | -0.027 | 0.36 | i | 5 | i | 31 | -0.97 | 1456 | 2.0 | 1.7 | 6.3 | -7% | -5 | 656 | 0.3 | 1439
COc1cccc(C(=O)NCCSc2ccc(F)cc2)c1 | 0.1% | 0.13 | -0.3 | 0.11 | 0.028 | i | 2 | i | 44 | 0.43 | 1337 | 1.7 | 1.3 | 4.0 | -5% | · | · | 0.0 | 1180
O=C(Cc1ccccc1)NCC(=O)N1CCCCCC1 | -1.0% | -0.12 | -0.066 | 0.26 | 0.47 | i | -2 | i | 37 | 2.5 | 734 | 1.4 | 0.7 | 2.5 | -3% | 12 | 814 | · | ·
CN(C)CCn1c(=N)n(CC(O)c2ccc(Cl)c(Cl)c2)c2ccccc21 (stereo unspecified) | -1.9% | 0.13 | -0.12 | -0.24 | 0.7 | i | -4 | i | 44 | -1.7 | 1214 | 1.9 | 1.6 | 7.5 | 13% | 15 | 643 | -2.2 | 1046
COC(=O)CC1(C(=O)OC)Oc2ccc(Br)cc2C(=O)N1c1ccc(Br)cc1Cl (stereo unspecified) | · | -0.31 | -0.2 | -0.17 | 0.48 | · | · | i | 22 | -0.83 | 1225 | · | · | · | -5% | -21 | 698 | -1.8 | 1171
N#Cc1c(N)nc2c3c(sc(=N)c2c1N)NC(=O)CC3c1ccccc1 (stereo unspecified) | -1.6% | -0.53 | -0.13 | -0.43 | 1.1 | i | 13 | i | 50 | 0.11 | 1921 | 4.9 | 2.2 | 7.0 | -6% | -6 | 652 | 0.1 | 1092
CN1CCN(NC(=O)c2ccc(Cl)s2)CC1 | 1.3% | -0.51 | -0.3 | 0.37 | 0.33 | i | -2 | i | 38 | -0.55 | 1445 | 2.4 | 2.5 | 8.5 | -9% | 4 | 703 | -4.6 | 1034
O=C(Nc1ccc(N2CCN(C(=O)c3ccco3)CC2)cc1)c1ccccc1 | 1.9% | 2.8 | 0.092 | 1.2 | -2.2 | i | -6 | i | 58 | · | · | 3.5 | 2.5 | 6.5 | -4% | 0 | 659 | 0.7 | 1579
Cc1ccc(C(=O)Oc2ccc(-c3nccc(-c4ccccn4)n3)cc2)cc1 | -1.2% | -0.58 | -0.16 | 0.092 | -0.12 | i | 14 | i | 48 | 1.1 | 1819 | 3.1 | 2.4 | 4.2 | 2% | 12 | 691 | -1.2 | 905
COc1ccc(S(=O)(=O)NCCSCc2ccco2)cc1OC | -0.9% | 0.2 | -0.22 | 0.14 | -0.29 | i | 5 | i | 61 | · | · | 1.7 | 3.1 | 4.9 | 4% | 2 | 807 | · | ·
COc1ccc(C(NC(=O)c2cccnc2)c2cc(Cl)c3cccnc3c2O)cc1OC (stereo unspecified) | 7.0% | 0.33 | -0.12 | 0.16 | -0.64 | i | 44 | i | 30 | -1.3 | 1117 | 1.3 | 0.3 | 11 | 16% | · | · | 1.0 | 1295
CCCN1CCN(c2ccc([N+](=O)[O-])cc2C#N)CC1 | -0.2% | -0.25 | -0.28 | 0.31 | -0.36 | i | -3 | i | 44 | -0.29 | 1266 | 6.1 | 1.8 | 6.8 | 8% | -10 | 701 | 4.8 | 876
CC(C)OC(=O)C1C(=O)CC(C)(O)C(C(=O)OC(C)C)C1c1ccc(F)cc1 (stereo unspecified) | 1.1% | 0.89 | -0.19 | 0.75 | 0.75 | i | -15 | i | 35 | -0.25 | 862 | 2.4 | 1.1 | 8.6 | -2% | 5 | 784 | · | ·
COc1ccc(Cc2nnc(SCC(=O)c3ccccc3)o2)cc1 | -0.8% | -0.21 | -0.22 | -0.12 | 0.75 | i | 11 | i | 58 | 0.66 | 1147 | 2.9 | 2.4 | 6.0 | 11% | · | · | -1.2 | 856
